# Source: PubChem (several laboratories)
# Rpn11 block = blocks the human proteasome subunit Rpn11; O00487; AID 588493; 360,000 compounds, 0.59% hits; human 26S proteasome, Ub4-pepOG fluorescence polarization; 20S core pre-blocked with epoxomicin; calls only at 20 µM;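 active = inhibition at 20 µM, scaled to each plate's controls, above about 33%, limit read from the data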
# DNMT1 block = DNMT1 (human) enzyme inhibition | P26358 | DNMT1 molecular beacon, Hinp1I cleavage, fluorescence | inhibition (reported as % activation of signal), % at 10 µM | 360,000 compounds, 0.83% hits | AID 588458; in the data active = inhibition above about 50%
# Target sequence (P26358 504-1616 limits assumed): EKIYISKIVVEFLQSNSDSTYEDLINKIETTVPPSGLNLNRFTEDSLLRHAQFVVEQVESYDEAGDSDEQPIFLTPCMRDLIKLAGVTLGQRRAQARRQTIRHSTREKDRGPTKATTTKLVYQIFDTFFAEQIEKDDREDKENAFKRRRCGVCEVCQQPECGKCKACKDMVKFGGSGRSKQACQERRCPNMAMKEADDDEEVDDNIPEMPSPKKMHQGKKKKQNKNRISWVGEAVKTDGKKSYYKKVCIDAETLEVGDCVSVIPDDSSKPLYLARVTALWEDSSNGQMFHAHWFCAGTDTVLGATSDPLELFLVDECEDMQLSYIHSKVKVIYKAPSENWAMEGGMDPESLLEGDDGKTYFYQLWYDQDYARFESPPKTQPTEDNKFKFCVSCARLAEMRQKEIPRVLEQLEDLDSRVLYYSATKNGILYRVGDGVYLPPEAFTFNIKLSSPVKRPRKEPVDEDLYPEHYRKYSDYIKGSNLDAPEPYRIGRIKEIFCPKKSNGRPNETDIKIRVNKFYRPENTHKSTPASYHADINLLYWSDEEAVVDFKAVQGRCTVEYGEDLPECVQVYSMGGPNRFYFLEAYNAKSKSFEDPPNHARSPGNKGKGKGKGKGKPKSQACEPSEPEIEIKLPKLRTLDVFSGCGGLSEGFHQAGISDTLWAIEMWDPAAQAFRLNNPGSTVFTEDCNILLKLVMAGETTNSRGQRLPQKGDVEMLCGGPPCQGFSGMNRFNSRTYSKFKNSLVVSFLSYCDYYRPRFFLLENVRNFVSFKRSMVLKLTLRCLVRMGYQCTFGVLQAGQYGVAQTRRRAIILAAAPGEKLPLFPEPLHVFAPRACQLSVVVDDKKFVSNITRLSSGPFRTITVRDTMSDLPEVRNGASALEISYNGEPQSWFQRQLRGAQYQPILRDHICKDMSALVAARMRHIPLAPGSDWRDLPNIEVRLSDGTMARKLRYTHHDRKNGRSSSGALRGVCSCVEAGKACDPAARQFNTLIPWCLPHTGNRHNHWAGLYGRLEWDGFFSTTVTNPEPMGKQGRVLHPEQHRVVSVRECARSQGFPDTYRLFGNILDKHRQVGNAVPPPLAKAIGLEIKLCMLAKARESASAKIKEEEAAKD
# SUMO1-SIM PPI = modulators of human SUMO1-mediated protein-protein interactions; P63165; SUMO1 binding to a labelled peptide, TR-FRET, 1 h; inhibition, % at 20 µM; 360,000 compounds, 0.33% hits; in the data active = inhibition above about 37%
# STEP block = blocks human striatal-enriched tyrosine phosphatase | recombinant STEP, OMFP fluorogenic substrate, fluorescence | 360,000 compounds, 0.25% hits | inhibition, % at 20 µM | P54829 | AID 588621;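 active = inhibition at 20 µM, scaled per plate between control wells, above about 37%, limit read from the data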;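 note: 0% = DMSO with enzyme and substrate and 100% = substrate only without enzyme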
#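 System: isolated STEP enzyme; schedule: 20 min enzyme reaction at room temperature, protected from light; medium: Bis-Tris buffer pH 6.0, 2.5 mM DTT, 0.005% Tween 20; signal: fluorescence, 480/540 nm; dosing: single compound dose of 20 µM, 1% DMSO final; also added: OMFP substrate, 25 µM final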
# Scp-1 inhibitor = Scp-1 (human) phosphatase inhibition; Recombinant Scp1, phosphopeptide, malachite green phosphate absorbance; AID 493091; Q9GZU7; inhibition, % at 20 µM; 340,000 compounds, 0.88% hits;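 active = inhibition above about 50% at 20 µM, limit read from the data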;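 note: plate controls were DMSO wells with enzyme for no effect and wells lacking enzyme for full effect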
#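 Test system – truncated SCP-1 phosphatase (76-261aa) · Reagent – Phosphorylated 17-residue peptide substrate · Incubation – 45 min room-temperature reaction, 5 min colour, 30 min stabiliser · Detection – colorimetric phosphate reagent with accelerator and stabiliser, absorbance at 630 nm · Measure – % inhibition at 20 µM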
# NadD block = blocks S. aureus nicotinate mononucleotide adenylyltransferase | purified NadD enzyme, colorimetric absorbance read-out | inhibition, % at 20 µM | AID 602399 | 360,000 compounds, 0.78% hits; in the data active = inhibition above about 26%; note: some compounds past the cut are filed as inactive
# Neddyl block = cullin neddylation inhibition; TR-FRET cullin neddylation, biochemical; calls only at 25 µM; 360,000 compounds, 0.58% hits; in the data active = inhibition above about 36%
# LMPTP block = LMPTP (human) inhibition | 360,000 compounds, 0.22% hits | AID 651560 | recombinant LMPTP-A, OMFP fluorogenic substrate, fluorescence intensity | P24666 | inhibition, % at 20 µM;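 active = compounds that cut the enzyme signal by at least half of the control window in the single-dose screen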;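 note: plate controls were DMSO wells with enzyme plus substrate for no effect and substrate without enzyme for full effect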
#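 Material: LMPTP-A; amount: 0.625 nM enzyme; doses: single 20 µM dose; times: reaction 50 min, room temperature, dark; technique: fluorescence intensity of OMFP turnover product; benchmarks: no-enzyme and uninhibited controls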
# CSN deneddyl inh = inhibitors of human CSN-mediated cullin deneddylation; inhibition, % at 12.5 µM; AID 651999; 360,000 compounds, 0.38% hits; Purified CSN, SCF-Nedd8-OG deneddylation, fluorescence polarization;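 active = pattern-corrected inhibition above about 35%, with an unprinted fluorescence ratio check between 0.5 and 1.5, limit read from the data, passing the limit was not always enough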;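 note: 0% = enzyme with substrate and 100% = substrate without enzyme; some results filed as inactive read as strong as hits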
#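 Test system: purified human Csn5 enzyme expressed in HEK293T cells. Amount: 0.24 nM enzyme. Reagent: SCFSkp2-Nedd8OG substrate at 10 nM final. Schedule: 90 min incubation of compound, enzyme and substrate at room temperature. Detection: fluorescence polarization. Read-out: % inhibition of substrate cleavage by Csn5.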
# Rin1 Abl inh = inhibitors of human Rin1-Abl protein interaction; TR-FRET Rin1/Abl binding, biochemical; inhibition, % at 7.35 µM; 360,000 compounds, 0.4% hits; in the data active = inhibition above about 5%, passing the limit was not always enough
# * hit, by the source's call; i = inactive; nt = not tested or not shown.
SMILES,Rpn11 block,DNMT1 block,SUMO1-SIM PPI,STEP block,Scp-1 inhibitor,NadD block,Neddyl block,LMPTP block,CSN deneddyl inh,Rin1 Abl inh
O=C(Cc1nn[nH]n1)NCc1ccccc1Cl,i,3,-2,2,-6,5,i,-1.0,4,1
Cc1cc(C)n2nc(SCC(=O)N3CCN(c4ccc(F)cc4)CC3)nc2n1,i,-2,7,-5,-5,4,i,0.3,3,1
O=C(COC(=O)C(Cc1ccccc1)NC(=O)c1ccco1)NC1CC1 (stereo not drawn),i,3,-24,4,-5,0,i,-0.8,1,4
CCOc1cnc(-c2ccccc2F)o1,i,-2,-5,4,-1,-2,i,1.5,1,4
CCc1cccc(NS(=O)(=O)c2ccc3c(c2)NC(=O)CO3)c1,i,2,-2,-2,17,-6,i,0.3,-1,-2
CCOc1ccccc1NC(=O)c1cnccn1,i,1,-2,-3,-5,-3,i,-0.1,-3,0
O=C(COC(=O)CC(NC(=O)c1ccccc1Cl)c1ccccc1)Nc1cccc(F)c1 (stereo not drawn),i,-2,3,-5,-3,-1,i,-1.0,2,3
O=C(CCNC(=O)N1CC(=O)Nc2ccccc21)NCc1ccc(Cl)cc1,i,-4,5,2,nt,-2,i,-1.2,-4,-3
COc1cc(OC)c(/C=N/NC(=O)c2ccc([N+](=O)[O-])cc2)cc1Br,i,2,-9,2,12,4,i,9.1,-6,2
Cc1c(C(=O)O)cccc1-c1ccc(/C=N/n2cnnc2)o1,i,58*,-6,27,67*,0,i,0.5,7,0
CNC(=O)Cn1nc(-c2ccc(C)c(S(=O)(=O)N(C)C)c2)c2ccccc2c1=O,i,2,-1,-2,-2,7,i,0.6,2,-2
COc1ccc2cc(C(N)=O)/c(=N/NC(=O)c3ccco3)oc2c1,i,2,-22,2,-2,-4,i,-1.0,-15,-7
CCOc1ccccc1NC(=O)C(CC)Sc1nc2ccsc2c(=O)n1CCC(=O)O (stereo not drawn),i,1,-2,-1,-2,-1,i,-0.2,1,1
Cc1ccc(CNC(=O)C(C(=O)NCc2ccc(C)o2)c2ncc(C(F)(F)F)cc2Cl)o1,i,-1,-1,0,-5,-1,i,-1.2,-4,-2
COCC(=O)Nc1ccc(S(=O)(=O)NCC2CCCO2)cc1 (stereo not drawn),i,4,0,-2,-14,-1,i,-1.2,-2,0
COc1ccc(NC(=O)CC2C(=O)N(c3cccc(OC)c3)C(=O)N2Cc2ccco2)cc1 (stereo not drawn),i,-10,1,0,-9,-12,i,3.4,1,0
O=C(NCc1ccncc1)c1ccc(Cl)c(S(=O)(=O)N2CCOCC2)c1,i,1,3,-2,1,0,i,0.1,0,4
COc1ccc(C(=O)NC(CC(=O)O)c2cc([N+](=O)[O-])ccc2Cl)cc1 (stereo not drawn),i,2,-12,0,-1,-6,i,-0.7,-11,4
O=C(c1ccc(C(F)(F)F)cc1)C1CCCN(Cc2cccn2-c2ncccn2)C1 (stereo not drawn),i,-3,0,-4,0,-1,i,-0.2,6,-1
Cc1noc(C)c1C(=O)OC(C)C(=O)NC(C)c1ccc(Cl)cc1Cl (stereo not drawn),i,-3,3,0,-5,-6,i,-0.4,7,2
O=C(CCCOc1ccc(Cl)cc1Cl)N/N=C/c1ccc(Cl)cc1,i,7,-1,0,-7,0,i,1.6,0,2
CCCS(=O)(=O)c1nc(S(=O)(=O)c2ccc(C)cc2)c(N2CCC3(CC2)OCCO3)s1,i,1,1,-1,-9,-10,i,-1.3,2,-1
CCOc1[nH]n(-c2ccccc2)c(=O)c1C=NCC(=O)OC,i,0,5,-2,-8,2,i,-1.2,3,-1
COC(=O)N/N=C(\C)c1ccccc1Br,i,6,0,-1,0,10,i,-0.6,7,1
COc1ccc(N2CC(C(=O)Nc3ccc(S(=O)(=O)N4CCOCC4)cc3)CC2=O)cc1 (stereo not drawn),i,-2,-1,1,-9,-4,i,-0.2,3,1
CC1NC(=O)NC1CCCCC(=O)O (stereo not drawn),i,6,3,0,-3,0,i,-1.5,-4,8.1*
O=C(COC(=O)COc1ccc2ccccc2c1)NC1CCCc2ccccc21 (stereo not drawn),i,1,3,-5,-9,-5,i,2.5,0,0
CC1CCC(C(=O)NC(C(=O)N2CCN(c3ccccn3)CC2)C(C)C)CC1 (stereo not drawn),i,2,3,2,-4,-1,i,-0.1,1,-4
CCCOC(=O)c1ccc(NC(=O)CCC(=O)OCC)cc1,i,0,0,-8,-8,-2,i,-1.5,1,10*
COc1ccc(C2C(C(=O)OC(C)C)=C(C)N=c3s/c(=C\c4cccs4)c(=O)n32)cc1 (stereo not drawn),i,-2,-4,1,-11,20,i,2.3,3,1
O=C(Cc1cccs1)N1CCN(S(=O)(=O)c2cc(Cl)ccc2Cl)CC1,i,2,-1,-3,-4,-2,i,0.4,3,5
O=C1[C@@H]2[C@H](C(=O)N1n1cnnc1)[C@H]1C=C[C@@H]2C1,i,-1,-1,0,-10,3,i,-3.0,-2,1
Cc1cc(C)nc(NS(=O)(=O)c2ccc(NC(=S)NC(=O)C(C)(C)C)cc2)n1,i,0,5,-2,0,1,i,-0.2,7,-5
Cc1cccc(NC(=O)c2nc[nH]c2C(=O)Nc2cccc(C)c2)c1,i,12,-2,-3,-9,6,i,0.3,2,6
CCN1C(=O)[C@@H]2[C@@H](c3ccc(-c4ccc(Cl)c(Cl)c4)c(OC)c3)N3CCCC[C@@]3(C(=O)OC)[C@@H]2C1=O,i,1,-3,3,-6,8,i,3.3,1,2
COc1ccc([C@H]2N[C@]3(CCCN(Cc4cccn4C)C3=O)[C@H]3C(=O)N(C)C(=O)[C@@H]23)cc1,i,2,-5,2,nt,3,i,-0.3,1,-3
COCCNC(=S)N1CCN(c2nc(-c3ccc(F)cc3)cs2)CC1,i,-4,2,-1,-5,0,i,0.9,-1,4
Cc1cc(C)cc(N(CCC#N)C(=O)CSc2nc3ccccc3c(=O)[nH]2)c1,i,-1,6,-1,-2,-4,i,-0.4,-2,1
O=C(Nc1ccc(Cl)c(C(F)(F)F)c1)c1ccncc1,i,0,1,0,-9,0,i,0.5,-5,-1
O=C1C(=O)N(c2ccccn2)C(c2cccc([N+](=O)[O-])c2)/C1=C(/O)c1ccc(Br)cc1 (stereo not drawn),i,0,-5,5,-5,1,i,-1.0,0,-2
Cc1nn(-c2ccccc2)c(N)c1C1(O)C(=O)N(C(C)C)c2ccccc21 (stereo not drawn),i,4,-9,2,-3,0,i,-0.9,-5,3
CN(C)C(CNC(=O)CCNS(=O)(=O)c1ccccc1C(F)(F)F)c1ccccc1 (stereo not drawn),i,2,2,0,-5,-5,i,-0.6,4,1
Cc1c(N(C)CS(=O)(=O)O)c(=O)n(-c2ccccc2)n1C,i,-4,-1,4,-3,1,i,-2.4,2,5
Cc1ccc(S(=O)(=O)NN=Cc2ccco2)cc1,i,3,-1,4,nt,-1,i,-1.5,-1,1
Cc1ccc(Cn2c(C3CCCN3c3nc(-c4ccc(F)cc4)cs3)nc3cc(Cl)c(Cl)cc32)cc1 (stereo not drawn),i,5,3,2,12,49*,i,6.9,3,1
O=S(=O)(c1ccccc1)N1CCN=C1SCc1cccc(Cl)c1,i,-4,2,-3,2,6,i,1.5,-13,-1
O=C(CNC(c1ccccc1)c1ccccc1)Nc1ccccc1F,i,3,4,0,2,-7,i,1.2,1,2
CCOC(=O)C1CCN(Cc2ccc(F)cc2F)CC1,i,1,2,-1,-7,-10,i,-0.7,1,4

# Record cards, from the list above. Order of screens: Rpn11 block | DNMT1 block | SUMO1-SIM PPI | STEP block | Scp-1 inhibitor | NadD block | Neddyl block | LMPTP block | CSN deneddyl inh | Rin1 Abl inh
# Cc1cccc(NC(=O)c2nc[nH]c2C(=O)Nc2cccc(C)c2)c1 reads i | 12 | -2 | -3 | -9 | 6 | i | 0.3 | 2 | 6
# Cc1cc(C)nc(NS(=O)(=O)c2ccc(NC(=S)NC(=O)C(C)(C)C)cc2)n1 reads i | 0 | 5 | -2 | 0 | 1 | i | -0.2 | 7 | -5

# Just Scp-1 inhibitor and LMPTP block (seven entries from above):
canonical_smiles | Scp-1 inhibitor | LMPTP block
O=C1C(=O)N(c2ccccn2)C(c2cccc([N+](=O)[O-])c2)/C1=C(/O)c1ccc(Br)cc1 (stereo not drawn) | -5 | -1.0
O=C(CNC(c1ccccc1)c1ccccc1)Nc1ccccc1F | 2 | 1.2
O=C(Nc1ccc(Cl)c(C(F)(F)F)c1)c1ccncc1 | -9 | 0.5
CN(C)C(CNC(=O)CCNS(=O)(=O)c1ccccc1C(F)(F)F)c1ccccc1 (stereo not drawn) | -5 | -0.6
COCCNC(=S)N1CCN(c2nc(-c3ccc(F)cc3)cs2)CC1 | -5 | 0.9
O=S(=O)(c1ccccc1)N1CCN=C1SCc1cccc(Cl)c1 | 2 | 1.5
Cc1nn(-c2ccccc2)c(N)c1C1(O)C(=O)N(C(C)C)c2ccccc21 (stereo not drawn) | -3 | -0.9

# A few values from the results shown:
# For SUMO1-SIM PPI, `CCOC(=O)C1CCN(Cc2ccc(F)cc2F)CC1` is entered as 2
# For NadD block, `O=C(Nc1ccc(Cl)c(C(F)(F)F)c1)c1ccncc1` is entered as 0
# For SUMO1-SIM PPI, `Cc1nn(-c2ccccc2)c(N)c1C1(O)C(=O)N(C(C)C)c2ccccc21` (stereo not drawn) is entered as -9
# For DNMT1 block, `Cc1ccc(S(=O)(=O)NN=Cc2ccco2)cc1` is entered as 3

# More results:
SMILES,Rpn11 block,DNMT1 block,SUMO1-SIM PPI,STEP block,Scp-1 inhibitor,NadD block,Neddyl block,LMPTP block,CSN deneddyl inh,Rin1 Abl inh
CC(=O)Nc1ccc(NC(=O)CN(C)S(=O)(=O)c2ccc3nc(C)sc3c2)cc1,i,-2,-3,1,-8,-3,i,-1.0,1,-1
CCN(CC)C(=O)CSc1nnc(-c2ccc(F)cc2)n1N,i,2,3,-2,-5,1,i,-0.6,1,1
Cc1nc2ccccc2n1/N=C/c1cccnc1,i,0,-5,2,0,-4,i,0.0,-5,-3
CC1(c2ccco2)NC(=O)NC1=O (stereo not drawn),i,-3,0,-2,-3,1,i,-2.1,-4,0
COc1ccc(-c2noc(CSc3nc(-c4ccccc4)cc(=O)[nH]3)n2)cc1,i,-2,1,12,33,11,i,-0.6,4,0
CC(C)N1CCc2c(sc(NC(=O)c3ccc(S(=O)(=O)N(C)CC4CCCO4)cc3)c2C(N)=O)C1 (stereo not drawn),i,0,-3,0,-2,-6,i,2.2,6,-2
